From PubChem
ASM inhibitor = Inhibitors of Secretory Acid Sphingomyelinase (S-ASM): qHTS; Sphingomyelin phosphodiesterase (Homo sapiens), P17405; placental ASM, HMU-PC fluorogenic substrate, 60 min; Potency, µM (highest dose often 57.5 µM), for inactives: at the highest dose activity change, negative = inhibition, usual class: inhibitors; hit rate 0.006% among 340,000; AID 504937, 2011; note: potency is the fitted concentration of half-maximal effect
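Human placenta-derived ASM enzyme was preincubated with compound for 10 minutes at room temperature, then given fluorogenic substrate HMU-PC0 (9 uM final) for 60 minutes at 37 °C; a pH 10 stop preceded fluorescence reading at Ex 386/Em 447 nm.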
p53 reactivator = qHTS assay for re-activators of p53 using a Luc reporter; H1299 p53-A138V BP100-luciferase reporter, luminescence, 24 h; hit rate 0.063% among 320,000; Potency, µM (doses to about 92.2 µM), without a hit: top-dose activity change, positive = activation, most hits filed as activators; note: potency is the fitted concentration of half-maximal effect; % of control where 0% means no effect; nearly all actives have a fitted effect of over 45% in size
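H1299 (p53-null), stable ts p53-A138V + BP100-Luc; 1000 cells/well, Opti-MEM/10% FBS; cpd 4 pt, 1:5; 24 h, 37 deg C, 5% CO2; detection reagent 10 min RT; luminescence.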
TSG101-PTAP inh = qHTS Assay for Iinhibitors of HIV-1 Budding by Blocking the Interaction of PTAP/TSG101. Tumor susceptibility gene 101 protein (Homo sapiens), Q99816. Fluorescence polarization, FITC-PTAP peptide / Tsg101 binding. Potency, µM (top dose mostly 115 µM), for inactives: at the highest dose activity change, negative = inhibition, most hits filed as inhibitors. 340,000 tested, under 10 active. AID 493005, 2010; active = well fitted inhibition curve with a large enough effect in the main read-out, with a control signal flat, not every such curve was filed as active; inconclusive = small, poorly fitted or top-dose-only effect, or effect the other way, or a change in a side signal; inactive = no such curve, though single readings can be large or run the other way; note: potency is the fitted concentration of half-maximal effect; % of control where 0% means no effect
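Fluorescence polarization binding of Tsg101 binding domain (10 uM final) to FITC-labeled PTAP peptide (50 nM final) in HEPES pH 7.5 buffer with NaCl, Tween 20, EDTA, TCEP. Compounds added before peptide; binding 20 min at RT.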
a7 integrin act = qHTS for Activators of Integrin-Mediated Alleviation for Muscular Dystrophy. AID 624291, 2012. Potency, µM (highest dose often 38.3 µM), inactives show at the highest dose activation, hits mostly activators. hit rate 0.064% among 350,000. alpha7betagal myoblasts, beta-gal FDG fluorescence, 48 h;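 note: potency is the fitted concentration of half-maximal effect; 100% = response of the positive control SU9516; nearly all actives have a fitted effect of over 60% in size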
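Alpha7betagal+/- myoblasts (passage 13) were plated 16-24 hr, then exposed to compounds (1:260 dilution of DMSO stock) for 48 hours at 37C. After MPER lysis, β-galactosidase reporter activity was read as FDG fluorescence (ex 480/em 540) after 30 minutes.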
BRCA1 expr act = qHTS Assay to Identify Small Molecule Activators of BRCA1 Expression | MCF7-BRCA1-FFLuc reporter, luminescence, 48 h; response scale: scaled: vehicle 0%, 10 µM genistein 100% | Potency, µM (series often up to 46.1 µM), for the others: at the highest dose activation, hits mostly activators | hit rate 1.1% among 380,000; note: potency is the fitted concentration of half-maximal effect; nearly all actives have a fitted effect of over 80% in size; some results filed as inactive show a strong effect at the top dose
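Reporter cells (MCF7, BRCA1 promoter-firefly luciferase) received library compounds across a concentration series for 48 h. End-point luminescence was measured and concentration-effect curves derived after normalization.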
Eya2 inh = qHTS Assay for Inhibitors of the Phosphatase Activity of Eya2. recombinant Eya2, OMFP fluorescence dephosphorylation (OMFP is methylfluorescein phosphate). hit rate 0.006% among 330,000. Protein phosphatase EYA2 (Homo sapiens), O00167. AID 488837, 2010. Potency, µM (highest dose often 76.9 µM), for inactives: at the top dose activity, negative = inhibition, actives largely listed as inhibitors; note: potency is the fitted concentration of half-maximal effect; % is set by controls: 0 for no effect and ±100 for the full control effect
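Eya2 (0.2 uM) preincubated 10 min at ambient with compound, then OMFP substrate added at 50 uM; 10 min reaction in 50 mM HEPES pH 7.5, 50 mM NaCl, 5 uM MgCl2, 0.05% BSA, 1 mM DTT. Fluorescence read at Ex 485/Em 525 nm.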
B2AR arrestin = qHTS assay of beta-arrestin-biased ligands of beta2-adrenergic receptor; beta-arrestin recruitment to beta2AR, cell-based reporter; hit rate 0.02% among 330,000; Potency, µM (highest dose often 46.1 µM), for the others: at the highest dose activation, most hits filed as activators; Beta-2 adrenergic receptor (Homo sapiens), P07550;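 note: potency is the fitted concentration of half-maximal effect; 0% = DMSO controls and full agonism = EC100 isoproterenol or metaproterenol; nearly all actives have a fitted effect of over 65% in size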
Target sequence (P07550 whole entry, looked up): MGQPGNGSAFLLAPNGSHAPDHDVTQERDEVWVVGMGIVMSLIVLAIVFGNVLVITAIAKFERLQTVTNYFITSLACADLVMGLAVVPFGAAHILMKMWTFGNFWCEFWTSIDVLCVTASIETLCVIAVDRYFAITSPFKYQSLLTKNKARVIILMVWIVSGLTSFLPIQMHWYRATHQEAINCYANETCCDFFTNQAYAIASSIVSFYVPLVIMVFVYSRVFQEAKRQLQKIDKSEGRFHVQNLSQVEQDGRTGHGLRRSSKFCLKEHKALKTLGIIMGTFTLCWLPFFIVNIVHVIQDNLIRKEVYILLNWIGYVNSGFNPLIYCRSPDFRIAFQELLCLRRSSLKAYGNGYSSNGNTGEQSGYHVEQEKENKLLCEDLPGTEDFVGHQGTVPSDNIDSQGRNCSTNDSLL
TRPV1 ag = HTS Assay for Compounds that Act as Agonists of the Vanilloid Receptor 1. Transient receptor potential cation channel subfamily V member 1 (Homo sapiens), Q8NER1. TRPV1-expressing cells, Fluo-8 calcium influx, agonist mode. activation, % at 8.33 µM. hit rate 0.19% among 320,000. AID 540275, 2011; in the data active = activation above about 80%; inconclusive = between about 30% and that limit; note: 0% is about no effect
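TRPV1-expressing cells were cultured overnight at 35.5C and loaded with Fluo-8 calcium dye for 40 to 90 min at room temperature. After a 10 s baseline, compound was added and calcium influx was read kinetically for 3 min (ex 480/em 520 nm).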
USP2a inh = qHTS Assay for Inhibitors of Ubiquitin-specific Protease USP2a Using CHOP2 as the Reporter; hit rate 0.01% among 330,000; USP2 core, Ub-CHOP2 coupled fluorogenic reporter, 485/531; Ubiquitin carboxyl-terminal hydrolase 2 (Homo sapiens), O75604; Potency, µM (top dose mostly 38.3 µM), for inactives: at the top dose activity change, negative = inhibition, actives largely listed as inhibitors;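 note: potency is the fitted concentration of half-maximal effect; plate controls were DMSO wells for no effect and full inhibition by NEM control for full effect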
Target sequence (O75604 whole entry, looked up): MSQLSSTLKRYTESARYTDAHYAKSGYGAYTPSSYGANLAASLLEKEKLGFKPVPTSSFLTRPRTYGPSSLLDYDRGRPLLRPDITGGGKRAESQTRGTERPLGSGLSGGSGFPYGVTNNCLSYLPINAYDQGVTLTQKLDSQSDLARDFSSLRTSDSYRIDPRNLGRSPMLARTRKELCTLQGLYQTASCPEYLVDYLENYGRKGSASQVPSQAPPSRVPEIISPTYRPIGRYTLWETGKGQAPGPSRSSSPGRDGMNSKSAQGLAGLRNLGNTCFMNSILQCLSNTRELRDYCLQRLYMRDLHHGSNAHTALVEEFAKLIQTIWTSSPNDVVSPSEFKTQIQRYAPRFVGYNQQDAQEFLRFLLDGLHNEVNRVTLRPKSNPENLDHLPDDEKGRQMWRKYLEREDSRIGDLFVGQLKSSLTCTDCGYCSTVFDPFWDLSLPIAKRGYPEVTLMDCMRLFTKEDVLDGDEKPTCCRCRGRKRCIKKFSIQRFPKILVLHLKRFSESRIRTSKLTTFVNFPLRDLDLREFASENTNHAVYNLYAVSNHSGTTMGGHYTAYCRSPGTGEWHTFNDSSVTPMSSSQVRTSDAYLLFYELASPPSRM
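Deubiquitinase activity read as fluorescence (485/531 nm) after Ub-CHOP2 cleavage activates the enterokinase reporter on its substrate; USP2 core 10nM, Ub-CHOP2 and substrate 25nM each, 30min compound preincubation then 60min RT; data normalized to NEM, curves fitted.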
ELG1 genotoxic = qHTS screen for small molecules that induce genotoxicity in human embryonic kidney (HEK293T) cells expressing luciferase-tagged ELG1. HEK293T ELG1-luciferase reporter, luminescence, 16 h. Potency, µM (doses to about 46 µM), inactives show top-dose activity change, positive = activation, actives largely listed as activators. hit rate 1.3% among 330,000. AID 504466, 2011; note: potency is the fitted concentration of half-maximal effect; % of control where 0% means no effect; nearly all actives have a fitted effect of over 60% in size
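HEK293T cells expressing luciferase-tagged ELG1 were exposed to compound or DMSO vehicle for 16 hr at 37 °C and 5% CO2. Luciferase activity was then measured with ONE-Glo after 30 min at room temperature.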
uPA generation = qHTS for Inhibitors of Cell Surface uPA Generation; cell surface uPA generation assay, qHTS; Potency, µM (doses to about 38.3 µM), for the others: at the top dose activity change, negative = inhibition, actives largely listed as inhibitors; hit rate 0.31% among 330,000; AID 540303, 2011; active = well fitted inhibition curve with a large enough effect; inconclusive = small, poorly fitted or top-dose-only effect; inactive = no such curve, though single readings can be large or run the other way; tested in mouse RAW 264.7 cells; note: potency is the fitted concentration of half-maximal effect; % is set by controls: 0 for no effect and ±100 for the full control effect; nearly all actives have a fitted effect of over 55% in size
Starred values were filed as active, the others as inactive; u = inconclusive; x = no result given; [ ] = remark or other dose. Unless noted, calls come from the whole dose curve; as a rule, active = well fitted curve in the direction sought with a large enough effect; inconclusive = small, poorly fitted or top-dose-only effect, or another doubt; inactive = no such curve, though single readings can be large; an effect the other way counts as inactive or inconclusive. The order is random; 2.6% or so of the library scored in one or more.

SMILES	ASM inhibitor	p53 reactivator	TSG101-PTAP inh	a7 integrin act	BRCA1 expr act	Eya2 inh	B2AR arrestin	TRPV1 ag	USP2a inh	ELG1 genotoxic	uPA generation
CC1=C(C(=O)OC2CCCCC2)C(c2ccc(C)o2)C2=C(CC(C)(C)CC2=O)N1 (centres undefined)	25.3%	2.1%	-1.1%	-52.3%[inhibitor]	-44.8%	2.4%	0.2%	u	-0.5%	-4.1%	-13.2%
COc1cc2c(cc1OC)C(c1ccccc1C)CC(=O)N2 (centres undefined)	-1.3%	20.0%	-3.3%	44.6%	-3.9%	4.4%	-0.6%	2.8	1.5%	0.4%	-4.3%
Cc1ccc(C(=O)N2CCN(C3CCCCC3)CC2)s1	-1.4%	3.6%	-12.0%	-3.4%[7.66 µM]	5.4%	-9.4%	0.2%	10.3	3.7%	4.0%	x
CN(CCc1ccccn1)C(=O)CC1C(=O)NCCN1Cc1ccc(-c2ccccc2)cc1 (centres undefined)	1.2%	-5.4%	-1.0%	-11.9%	-15.8%	-9.3%	-1.0%	0.7	-1.0%	-2.7%	4.1%
CCN(CC)c1ccc(/C=N/NC(=O)c2ccc([N+](=O)[O-])cc2)cc1	-0.6%	-0.3%	-5.5%	-12.6%	-3.4%	11.3%	-0.1%	2.5	3.5%	6.3%	-3.5%
O=C1CN(Cc2cc(=O)oc3cc4c(cc23)CCC4)CCN1	-0.5%	-0.6%	-4.5%	6.0%	0.0%	7.1%	-1.1%	4.3	4.4%	0.8%	4.3%
Cc1[nH]c2ccccc2c1C(=O)NS(=O)(=O)Nc1ccc(Cl)cc1	-1.1%	-4.1%	-1.8%	-32.4%	-12.7%	2.2%	-0.5%	-0.9	-0.2%	1.3%	-4.0%
CCOc1cccc(-c2c(C(=O)N/N=C/c3ccoc3)nnn2-c2nonc2N)c1	-5.1%	-2.7%	-3.5%	6.2%	-20.8%	-5.5%	0.2%	u	-0.4%	5.0%	2.6%
Cc1nc2sc(C(=O)Nc3ccccc3)c(N)c2c(C)c1[N+](=O)[O-]	-9.1%	8.0%	-5.7%	-61.1%[inhibitor]	2.0%	-3.5%	0.5%	24.1	0.3%	7.3µM*	-12.6%
Cc1c(F)cccc1NC(=O)CCC(=O)O	3.9%	11.2%	0.5%	1.1%	-6.5%	-9.1%	0.1%	-0.1	1.2%	-1.6%	3.6%
O=C(COC(=O)/C=C/c1ccccc1)NCCC1=CCCCC1	3.2%	10.5%	-3.8%	-2.7%	-5.0%	-6.1%	-0.4%	-3.0	5.4%	5.5%	4.4%
CC(C)n1nc(C(=O)N2CCN(S(=O)(=O)c3cccs3)CC2)c2ccccc2c1=O	x	-2.9%	x	x	x	2.8%	-0.9%	3.0	2.4%	-3.1%	x
Cn1c2ccc(F)cc2c2nnc(SCC(=O)Nc3cccc(O)c3)nc21	-11.3%	-3.1%	-8.0%	13.0%	32.4%	-13.0%	4.3%	1.3	-0.7%	12.1%	-5.0%
COc1cc(/C=C2/C(=O)N(c3ccc([N+](=O)[O-])cc3)N=C2N2CCOCC2)ccc1O	-7.7%	12.8%	-5.5%	u	30.3%	-2.0%	4.9%	x	10.1%	-2.7%	0.4%
Cc1cc(NC(=O)C2CCN(S(=O)(=O)c3cnc[nH]3)CC2)ccc1Br	-5.5%	-11.6%	-1.2%	9.9%	-28.6%	4.5%	-0.2%	1.4	1.9%	-7.5%	-5.3%
CC1=CC(C)(C)n2c(O)c(N=N)c3cc(C)cc1c32	-8.3%	-6.1%	-1.9%	18.8%	-25.8%	-4.8%	0.9%	-1.2	-1.9%	-0.9%	-13.0%
NC(=O)c1ccccc1NCC(=O)c1ccc(Cl)cc1	5.0%	-1.7%	-2.9%	14.2%	-3.0%	1.6%	4.5%	3.3	-7.5%	0.3%	-1.8%
CC(O)CSc1nc2c(c(=O)[nH]c(=O)n2C)n1Cc1ccccc1Cl (centres undefined)	1.2%	-7.6%	-9.1%	-32.9%	-39.9%	-3.0%	6.9%	-3.6	-0.2%	11.7%	-5.1%
CCCC(C)C(=O)Nc1nc(C)c(-c2csc(Nc3cc(OC)ccc3OC)n2)s1 (centres undefined)	5.0%	7.7%	-2.5%	-2.4%	-52.5%	-14.0%	0.7%	1.8	1.6%	-1.3%	0.7%
Cn1c(NCC(O)CO)nc2c1c(=O)n(Cc1ccc(Cl)c(Cl)c1)c(=O)n2C (centres undefined)	-7.4%	-9.5%	1.8%	0.6%	-30.3%	-2.4%	-0.5%	0.3	1.8%	0.8%	-7.5%
O=C(O)c1ccc(S(=O)(=O)Nc2ccc(F)c(Cl)c2)cc1	8.4%	-1.0%	-6.3%	3.3%	-8.1%	8.1%	0.0%	-0.7	1.3%	2.4%	4.5%
Cc1nc(Cl)sc1C(=O)Nc1cccc(Cl)c1C	-3.9%	-1.4%	0.1%	-20.9%	15.7%	-3.8%	-0.1%	17.7	1.1%	-0.3%	-6.8%
O=C(N[C@@H](Cc1ccccc1)C(=O)N1CCN(S(=O)(=O)c2cccc(F)c2)CC1)c1ccco1	3.4%	-5.6%	-1.8%	-17.5%	2.9%	-7.7%	0.0%	17.1	4.0%	0.6%	0.0%
CNc1oc(-c2ccc(F)cc2)nc1S(=O)(=O)c1ccccc1	-4.5%	-0.9%	-9.6%	5.6%	-35.4%	-2.6%	-0.4%	3.4	0.4%	0.3%	-1.1%
N#CC1=C(N)OC2=C(C(=O)CCC2)C12C(=O)N1CCCc3cccc2c31 (centres undefined)	3.0%	1.2%	-3.0%	-18.0%	-7.6%	18.3%	-1.1%	2.6	6.8%	3.5%	-1.8%
CCOc1cccc(-c2nnc(SCC(=O)Nc3cc(C)ccc3OC)n2N)c1	-0.6%	-4.8%	-6.1%	-11.0%	-48.7%	-2.3%	-0.5%	-1.8	-7.5%	-8.1%	0.3%
CCC(C)c1ccc(N(C(=O)c2ccco2)C(C(=O)NC2CCCC2)c2cccnc2)cc1 (centres undefined)	-5.3%	7.7%	2.2%	-45.9%[inhibitor]	-14.3%	-12.1%	0.1%	u	0.2%	3.2%	0.2%
CCOC(=O)N/N=C\c1ccccc1OC/C=C/c1ccccc1	-10.5%	12.5%	-2.5%	u	3.98µM*	-8.6%	6.0%	-4.7	-0.2%	u	-21.9%
O=CN1CCN(C2CC(=O)N(c3ccc4c(c3)OCO4)C2=O)CC1 (centres undefined)	2.0%	4.7%	-1.9%	13.2%	-4.8%	21.0%	-0.1%	1.3	3.1%	-2.1%	1.7%
CC(=O)c1nn(-c2ccc(C(F)(F)F)cc2)c(=O)[nH]c1=O	0.5%	-0.2%	-2.7%	-7.2%	-60.1%	6.1%	0.5%	0.3	3.1%	3.0%	0.2%
O=C(NC1CCCCCC1)C1CCN(C(=O)Cc2ccccc2)CC1	0.0%	-1.2%	-7.2%	-17.0%	0.0%	-36.3%	-0.6%	2.2	3.8%	-6.0%	-4.0%
COCCOC(=O)C1=C(C)NC(=O)NC1c1cn(-c2ccccc2)nc1-c1cccs1 (centres undefined)	-1.0%	-22.5%	-3.7%	-17.4%	-7.9%	14.6%	-0.3%	-2.8	0.3%	2.2%	6.8%
Cc1ccc(C(NC(=O)NC(C)c2ccccc2)C(Cl)(Cl)Cl)cc1F (centres undefined)	-0.2%	15.4%	-3.8%	-26.8%	-76.1%[inhibitor]	-2.5%	4.6%	u	0.3%	-7.1%	-7.5%
